PglD inh: blocks C. jejuni PglD acetyltransferase activity | purified PglD enzyme, DTNB colorimetric CoA detection | inhibition, % at 12.5 µM | 0.098% of 360,000 active; in the data active = inhibition above about 16%, passing the limit was not always enough; note: strong numbers were not always called active
LGR2 inh: blocks bursicon-induced cAMP signaling via Drosophila LGR2. inhibition, % at 9.99 µM. 0.35% of 380,000 active. HEK293 LGR2, CRE-luciferase, bursicon-stimulated, 4 h;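 active = drop in luminescence signal, shown as inhibition above about 50% in the replicate tests, limit read from the data, passing the limit was not always enough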;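 note: agonist challenge used bursicon conditioned medium at about half maximal strength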
Cneo AK release: causes C. neoformans cell lysis. adenylate kinase release luminescence, 4 h; normalised: neutral wells 0, clomiphene wells 100. 0.2% of 360,000 active. lysis activity, % at 15 µM. AID 651654;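 active = mean lysis activity across replicates of at least 80%, whatever share of replicates individually reach that level; inactive = mean lysis activity below 80%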
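Assay system: Cryptococcus neoformans yeast cells / Dosing: single-point compound dose / Timing: 4 h at 37 °C static, read 1 h later / Measured by: luminescence of released adenylate kinase using an AK detection reagent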
Statin myotox sup: suppression of simvastatin myotoxicity. C2C12 myotubes + simvastatin, ATP luminescence, 48 h; scaled: DMSO 0, geranylgeraniol control 100. rescue of ATP level, % at 7.49 µM. 0.78% of 330,000 active;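 active = mean ATP rescue above about 67%, or every replicate alone reaching that limit, limit read from the data, passing the limit was not always enough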;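 note: myotubes were challenged with 10 µM simvastatin during compound exposure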
GSIS activator: GLuc luminescence reporter in INS-1E cells, primary screen for activators of glucose-dependent secretion of insulin; INS-1E GLuc reporter insulin secretion, 2-3 h; activation, % at 16.6 µM; 0.61% of 370,000 active;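 active = lowest replicate activation of at least 40%, so every replicate reaches that level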;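 note: 0% = median of neutral control wells and 100% = median of IBMX positive control wells; some compounds called inactive have numbers as strong as hits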
ARNT TACC3 PPI: disrupts binding between human ARNT and TACC3. AlphaScreen His-ARNT PAS-B/GST-TACC3 binding, luminescence; TACC3 fragment carries E629A point mutation. 0.66% of 390,000 active. inhibition, % at 9.99 µM;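 active = mean inhibition of replicates at least 50% and at least half of replicates each reaching 50%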;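 note: 0% = complete ARNT plus TACC3 wells and 100% = ARNT alone without TACC3; many hits fall short of the cut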
PGC1a acetyl inh: PGC1a acetylation modulation, inhibitor mode; 0.17% of 350,000 active; U2OS PGC1a acetylation, AlphaScreen anti-acetyl-lysine; with virally co-expressed GCN5 acetyltransferase; inhibition, % at 15.6 µM; AID 651687;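 active = every replicate shows inhibition of at least 40%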;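 note: 0% = neutral control wells and 100% = positive control wells; some results beyond the cut were filed as inactive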
PAX8 reporter: inhibitors of PAX8 transcriptional activity in RMG-I cells; AID 652154; RMG-I TPO-luciferase reporter, SteadyGlo, 24 h; inhibition, % at 12.6 µM; 1.2% of 360,000 active;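 active = mean replicate inhibition at least 60% with every replicate also reaching 60%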;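 note: luciferase light reporting Pax8 driven TPO promoter activity; plate controls were median of neutral control wells for no effect and mitoxantrone controls for full effect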
The depositor's hits bear a star.

How did CO[C@@H]1CN(C)C(=O)c2ccc(NC(=O)C3CC3)cc2OC[C@@H](C)N(C(=O)CN(C)C)C[C@H]1C do in these assays?
PglD inh: 1; LGR2 inh: 1; Cneo AK release: 4; Statin myotox sup: 3; GSIS activator: 6; ARNT TACC3 PPI: -1; PGC1a acetyl inh: -15; PAX8 reporter: -4

What do the screens show for `COc1cccc(CNC(=O)CSc2nc3c(oc4ccccc43)c(=O)n2CC2CCCO2)c1` (stereo unspecified)?
PglD inh: -6; LGR2 inh: 12; Cneo AK release: -3; Statin myotox sup: 0; GSIS activator: 1; ARNT TACC3 PPI: 1; PGC1a acetyl inh: 6; PAX8 reporter: -4

What do the screens show for `COc1cc2c(cc1OC)CN(CCOc1ccc(Br)cc1)CC2`?
PglD inh: -4; LGR2 inh: -3; Cneo AK release: 3; Statin myotox sup: -2; GSIS activator: -30; ARNT TACC3 PPI: 3; PGC1a acetyl inh: -3; PAX8 reporter: 8

How did CO[C@H]1CN(C)C(=O)c2cc(NC(=O)c3cc(C)on3)ccc2OC[C@H](C)NC[C@@H]1C do in these assays?
LGR2 inh: 13; Statin myotox sup: 4; GSIS activator: -3; PGC1a acetyl inh: 2; PAX8 reporter: -1

What do the screens show for `Cc1cc(C)c(NS(=O)(=O)c2cccc3cccnc23)c(C)c1`?
PglD inh: 7; LGR2 inh: -7; Cneo AK release: -3; Statin myotox sup: 2; GSIS activator: -1; ARNT TACC3 PPI: 2; PGC1a acetyl inh: 3; PAX8 reporter: 22

What do the screens show for `O=C(CSc1ccc(F)cc1)NC(=O)c1ccccc1`?
PglD inh: -2; LGR2 inh: 7; Cneo AK release: 0; Statin myotox sup: 6; GSIS activator: -11; PGC1a acetyl inh: 7; PAX8 reporter: -4

Results for O=C(C[C@H]1CC[C@H]2[C@@H](COC[C@@H](O)CN2C(=O)c2ccc3c(c2)OCO3)O1)NCCN1CCCCC1 ?
PglD inh: -1; LGR2 inh: -10; Cneo AK release: 1; Statin myotox sup: -6; GSIS activator: 2; ARNT TACC3 PPI: -5; PGC1a acetyl inh: 10; PAX8 reporter: 4

What do the screens show for `C/C=C/c1ccc([C@H]2[C@@H](CNS(C)(=O)=O)N(CC3CC3)[C@H]2CO)cc1`?
PglD inh: 1; LGR2 inh: 3; Cneo AK release: 3; Statin myotox sup: 8; GSIS activator: 8; ARNT TACC3 PPI: 2; PGC1a acetyl inh: 1; PAX8 reporter: 5

How did Cc1ccc(S(=O)(=O)c2nc(-c3ccccc3F)oc2N2CC(C)OC(C)C2)cc1 (stereo unspecified) do in these assays?
PglD inh: 5; LGR2 inh: -1; Cneo AK release: 1; Statin myotox sup: 1; GSIS activator: 14; ARNT TACC3 PPI: 15; PAX8 reporter: 0

How did CCCc1c(C)nn(-c2ncccc2[N+](=O)[O-])c1C do in these assays?
PglD inh: 0; LGR2 inh: 1; Cneo AK release: -1; Statin myotox sup: 4; GSIS activator: 19; ARNT TACC3 PPI: -7; PGC1a acetyl inh: -10; PAX8 reporter: 9

Results for CN(C)c1cc[n+](CC(=O)Nc2ccc(OC(F)F)cc2)cc1 ?
PglD inh: 0; LGR2 inh: 2; Cneo AK release: 0; Statin myotox sup: 2; GSIS activator: -6; ARNT TACC3 PPI: -2; PGC1a acetyl inh: 9; PAX8 reporter: 10

Results for CCCn1cnc2cc(NCc3cccs3)ccc21 ?
LGR2 inh: -28; Statin myotox sup: -9; GSIS activator: 8; ARNT TACC3 PPI: 7; PAX8 reporter: -130

What do the screens show for `CC(C)(C)Cc1c(C2CCCCC2)nc2ccc(Br)cn12`?
PglD inh: 3; LGR2 inh: -7; Cneo AK release: 6; Statin myotox sup: 6; GSIS activator: 14; PGC1a acetyl inh: -7; PAX8 reporter: 2

What do the screens show for `C[C@@H]1CCCCO[C@H](CN(C)C(=O)Nc2ccc(F)cc2)[C@H](C)CN([C@@H](C)CO)C(=O)c2cc(NS(=O)(=O)c3cccs3)ccc2O1`?
PglD inh: 9; LGR2 inh: -8; Cneo AK release: -4; Statin myotox sup: 21; GSIS activator: -15; ARNT TACC3 PPI: -11; PGC1a acetyl inh: -7; PAX8 reporter: -5

Results for CC(C)C(=O)Nc1ccc(C(=O)CN2C(=O)NC3(CCOc4ccccc43)C2=O)cc1 (stereo unspecified) ?
PglD inh: -3; LGR2 inh: 14; Cneo AK release: 1; Statin myotox sup: -2; GSIS activator: -8; ARNT TACC3 PPI: 4; PGC1a acetyl inh: 7; PAX8 reporter: 16

What do the screens show for `c1ccc(-c2cc(-c3ccccc3)[nH]n2)cc1`?
PglD inh: -1; LGR2 inh: -121; Cneo AK release: -2; Statin myotox sup: 1; GSIS activator: -10; ARNT TACC3 PPI: -2; PGC1a acetyl inh: 1; PAX8 reporter: -82

How did COCCCNC(=O)C(=O)N/N=C/c1ccc(OCC(=O)Nc2cccc(Cl)c2C)c(OC)c1 do in these assays?
PglD inh: -4; Cneo AK release: 4; Statin myotox sup: -5; ARNT TACC3 PPI: -3; PGC1a acetyl inh: 1

Results for COc1ccc(-c2oc3cccnc3c2-c2ccc(OC)nc2)cc1 ?
PglD inh: -4; LGR2 inh: -46; Cneo AK release: -2; Statin myotox sup: 44; GSIS activator: 47; ARNT TACC3 PPI: 5; PGC1a acetyl inh: -12; PAX8 reporter: -59

What do the screens show for `COc1cc(S(=O)(=O)NCc2ccc(F)cc2)ccc1-n1cnnn1`?
PglD inh: -1; LGR2 inh: 15; Cneo AK release: -5; Statin myotox sup: 21; GSIS activator: -1; ARNT TACC3 PPI: -2; PAX8 reporter: 0

How did O=C(COc1ccccc1Br)NCCC1=CCCCC1 do in these assays?
PglD inh: 0; LGR2 inh: -23; Cneo AK release: 1; Statin myotox sup: -7; GSIS activator: -11; ARNT TACC3 PPI: -3; PGC1a acetyl inh: 7; PAX8 reporter: -9

How did CC(C)[C@@H](C)NC(=O)N(C)C[C@@H]1OCc2ccccc2-c2c(n(C)c3ccccc23)C(=O)N([C@@H](C)CO)C[C@H]1C do in these assays?
PglD inh: -1; LGR2 inh: -1; Cneo AK release: 3; GSIS activator: 1; ARNT TACC3 PPI: -2; PGC1a acetyl inh: -14

What do the screens show for `COc1ccc(-c2nc3c(s2)CCc2onc(-c4ccc(Br)cc4)c2-3)cc1`?
PglD inh: 5; LGR2 inh: 12; Cneo AK release: 0; Statin myotox sup: -43; GSIS activator: 15; ARNT TACC3 PPI: 5; PGC1a acetyl inh: 3; PAX8 reporter: 3

Results for CCOc1ccc(NC(=S)N2CCCC2)cc1 ?
PglD inh: -2; LGR2 inh: 7; Cneo AK release: 1; Statin myotox sup: 1; GSIS activator: 4; ARNT TACC3 PPI: -5; PAX8 reporter: -20

Results for Cc1onc(-c2ccccc2)c1C(=O)Nc1nnc(N(C)Cc2ccccc2)s1 ?
PglD inh: 1; LGR2 inh: 4; Cneo AK release: 1; Statin myotox sup: 20; GSIS activator: -9; ARNT TACC3 PPI: 0; PAX8 reporter: -2

What do the screens show for `CC(C)(C)C(=O)Nc1cc(S(=O)(=O)Nc2ccc(Cl)cc2)ccc1Cl`?
PglD inh: -7; LGR2 inh: -9; Cneo AK release: -1; Statin myotox sup: 22; GSIS activator: -25; ARNT TACC3 PPI: -1; PGC1a acetyl inh: -7; PAX8 reporter: 31

What do the screens show for `COc1ccc(OC)c(/C=c2\sc3nc(-c4cccs4)nn3c2=O)c1`?
PglD inh: -2; LGR2 inh: 0; Statin myotox sup: 16; GSIS activator: -7; ARNT TACC3 PPI: 2; PGC1a acetyl inh: 2

What do the screens show for `CCN1C(=O)c2ccc(C(=O)Nc3ccc(O)cc3C)cc2C1=O`?
PglD inh: 2; LGR2 inh: -13; Cneo AK release: -2; Statin myotox sup: 6; GSIS activator: -15; ARNT TACC3 PPI: -1; PGC1a acetyl inh: -1; PAX8 reporter: -8

How did NCc1csc(NC(=O)Nc2cccc(C(F)(F)F)c2)n1 do in these assays?
PglD inh: 1; LGR2 inh: -7; Cneo AK release: -1; Statin myotox sup: 0; PGC1a acetyl inh: 4; PAX8 reporter: -18

What do the screens show for `COCCSc1nnc(NC(=O)c2ccc(OC)c([N+](=O)[O-])c2)s1`?
LGR2 inh: 5; GSIS activator: 12; ARNT TACC3 PPI: -2; PAX8 reporter: 1

What do the screens show for `Cc1ccccc1N(CC(=O)NCCc1ccccc1)C(=O)c1ccc(N2CCCC2)nc1`?
PglD inh: -1; Cneo AK release: 1; Statin myotox sup: 15; ARNT TACC3 PPI: 4; PGC1a acetyl inh: -18; PAX8 reporter: 2

How did C/C=C/c1cnc2c(c1)C(=O)N([C@H](C)CO)C[C@H](C)[C@@H](CN(C)C(=O)NC1CCCCC1)O2 do in these assays?
PglD inh: 0; LGR2 inh: -1; Cneo AK release: 6; Statin myotox sup: 64; GSIS activator: -1; ARNT TACC3 PPI: -5; PGC1a acetyl inh: 0; PAX8 reporter: 10

How did Cc1ccc([C@H]2C(C(=O)O)=CC[C@@H](c3cccc(Cl)c3)N2S(=O)(=O)c2ccc(C)cc2)cc1 do in these assays?
PglD inh: 0; LGR2 inh: 5; Cneo AK release: -1; Statin myotox sup: 12; GSIS activator: -11; ARNT TACC3 PPI: -4; PGC1a acetyl inh: -5; PAX8 reporter: 1

What do the screens show for `O=C(COc1c(F)c(F)c(C(F)(F)F)c(F)c1F)Nc1ccc(N2CCOCC2)c(Cl)c1`?
PglD inh: -4; Cneo AK release: 3; Statin myotox sup: 57; PGC1a acetyl inh: 1

What do the screens show for `CC(=O)c1sc(=S)n(-c2ccccc2)c1C`?
PglD inh: 9; Cneo AK release: 1; Statin myotox sup: -3; ARNT TACC3 PPI: -13; PGC1a acetyl inh: 14; PAX8 reporter: -9

How did CN1CCN(C(=O)/C(=C\c2cccs2)NC(=O)c2ccco2)CC1 do in these assays?
PglD inh: -8; Cneo AK release: 1; Statin myotox sup: 12; ARNT TACC3 PPI: 4; PGC1a acetyl inh: -4; PAX8 reporter: -26

How did O=S(=O)(Nc1ccccc1N1CCOCC1)c1ccc(Cl)cc1 do in these assays?
PglD inh: 3; LGR2 inh: 8; Cneo AK release: 0; Statin myotox sup: -4; GSIS activator: 11; ARNT TACC3 PPI: -3; PGC1a acetyl inh: 5

Results for Cc1cc(C(=O)COC(=O)c2ccccc2NCCO)c(C)n1CC1CCCO1 (stereo unspecified) ?
LGR2 inh: 12; Cneo AK release: -5; GSIS activator: 0; ARNT TACC3 PPI: 3; PAX8 reporter: -124

How did COc1ccc(CCNc2ncnc3cc(OC)c(OC)cc23)cc1OC do in these assays?
LGR2 inh: -14; Statin myotox sup: -32; GSIS activator: -21; ARNT TACC3 PPI: -2; PAX8 reporter: 26

Results for Fc1cccc(-n2cc(-c3ccccc3)c3c(=S)nc[nH]c32)c1 ?
PglD inh: 5; LGR2 inh: -1; Cneo AK release: 40; Statin myotox sup: -31; GSIS activator: 5; ARNT TACC3 PPI: 40; PAX8 reporter: 34

Results for Cc1ccc(C2(c3ccccc3)NC(=O)N(CC(=O)N(C)C3CCS(=O)(=O)C3)C2=O)cc1C (stereo unspecified) ?
PglD inh: -4; LGR2 inh: -3; Cneo AK release: 4; Statin myotox sup: 10; GSIS activator: -1; ARNT TACC3 PPI: 9; PGC1a acetyl inh: 14; PAX8 reporter: 15

How did CCN(C(=O)COC(=O)C(c1ccccc1)c1ccccc1)c1c(N)n(Cc2ccccc2)c(=O)[nH]c1=O do in these assays?
PglD inh: -4; LGR2 inh: -7; Cneo AK release: -1; Statin myotox sup: 5; GSIS activator: -1; PAX8 reporter: 7

What do the screens show for `CCn1c(COc2ccc(C)cc2)nc2ccccc21`?
LGR2 inh: -79; GSIS activator: -11; ARNT TACC3 PPI: -5; PGC1a acetyl inh: 1; PAX8 reporter: -130
